# Screening data as filed in PubChem BioAssay.
# miR122 inh – miR-122 Renilla sensor signal increase in Huh7, primary screen, miR-122 inhibitor project, cell-based, single point, plate reader; Huh7 miR-122 Renilla luciferase sensor, 48 h; neutral wells = 0, positive control = 100; 340,000 tested, 0.3% active; AID 602342, 2012; activation (reporter increase), % at 12.5 µM;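 active = mean replicate activation score at least 90 and every replicate individually at or above 90; inconclusive = only one of the two criteria met; inactive = neither criterion met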;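 note: higher luciferase means less miR-122 activity so hits act as miR-122 inhibitors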
# PAX8 inh HTS – inhibitors of PAX8-driven TPO luciferase reporter, primary screen, RMG-I cells, single concentration; SteadyGlo, 24 h; inhibition, % at 12.6 µM; 360,000 tested, 1.2% active;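 active = mean replicate inhibition at least 60% with every replicate also reaching 60%; inconclusive = only one of the two criteria is met; inactive = mean below 60% and not all replicates reaching 60%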;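 note: luciferase light reporting Pax8 driven TPO promoter activity; plate controls were median of neutral control wells for no effect and mitoxantrone controls for full effect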
# GSIS activator – GLuc luminescence reporter in INS-1E cells, primary screen for activators of glucose-dependent secretion of insulin; INS-1E GLuc reporter insulin secretion, 2-3 h; activation, % at 16.6 µM; 370,000 tested, 0.61% active;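 active = lowest replicate activation of at least 40%, so every replicate reaches that level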;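 note: 0% = median of neutral control wells and 100% = median of IBMX positive control wells; some compounds called inactive have numbers as strong as hits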
# F508del corr – F508del CFTR correction, initial screen, CFBE line, single point. CFBE cells, YFP halide quenching; stimulated with forskolin plus potentiator P3; % fluorescence drop versus neutral controls. 350,000 tested, 0.36% active. activity (quench increase), % at 7.58 µM;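 active = mean added fluorescence quench of at least 8% versus neutral control, with both replicates also reaching 8%; inconclusive = only one of the mean or replicate conditions met; inactive = mean below 8% and not both replicates reaching 8%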;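 note: cells transiently co-express mutant CFTR-F508del with the halide-sensitive YFP; corrector assay measuring rescue of mutant channel to the surface after 24 h compound exposure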
# DENV2 CPE rescue – inhibitors of DENV2 cytopathic effect, primary screen, cell-based, plate reader, single concentration; DENV2-infected cells, cytopathic effect rescue; CPE inhibition, % at 9.99 µM; 350,000 tested, 1.7% active; AID 651640, 2012; in the data active = CPE inhibition above about 20%, passing the limit was not always enough; inconclusive = no clear call, values can overlap the other calls; tested in BHK-21 cells;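 note: 0% = median of neutral control wells and 100% = median of positive control wells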
# EWS-Fli block – EWS/Fli-driven NR0B1 reporter inhibitors, primary screen, A673 cells, NR0B1 luciferase, luminescence, MLPCN library | viability-normalised | inhibition, % at 12.6 µM | 350,000 tested, 0.67% active;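 active = mean inhibition of at least 50% after viability correction, with every replicate also passing that limit; inconclusive = mean reaches 50% but only one of two replicates passes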;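 note: firefly luciferase signal divided by Alamar Blue viability fluorescence both relative to DMSO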
# FN deposition inh – inhibitors of fibronectin matrix deposition, primary screen, AH1F cells, Alexa488-fibronectin fluorescence, plate reader | AH1F fibroblasts, overnight | inhibition, % at 12.6 µM | 350,000 tested, 0.086% active;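 active = mean inhibition across replicates of 30% or more, regardless of how many single replicates reach that level; inconclusive = mean under 30% yet at least half of replicates reach 30%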;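 note: positive control wells lacked labelled fibronectin entirely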
#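 Measured by – fluorescence 485/525 nm · System – AH1F fibroblast monolayer, labelled fibronectin deposition · Amount – 10000 cells per well · Buffer or medium – serum-reduced DMEM (2% serum) · Doses – single dose, pinned · Also added – fluorescent fibronectin at 24 nM final · Schedule – 1 h cell attachment, overnight exposure to compound and label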
# Numbers without * were called inactive; ? = inconclusive; . = no result given; [ ] = remark or other dose.
SMILES,miR122 inh,PAX8 inh HTS,GSIS activator,F508del corr,DENV2 CPE rescue,EWS-Fli block,FN deposition inh
CN(CC(=O)Nc1cccc(F)c1)C(=O)C1=COCCO1,-1,-2,4,1.8,-4,2,-1
CCOc1ccc(OCCCC(=O)NCCOc2ccccc2OC)cc1,1,16,3,-2.1,11,.,.
COCCn1c(=S)[nH]c2cc(C(=O)N3CCN(c4cccc(Cl)c4)CC3)ccc2c1=O,-5,2,-45,0.6,7,4,-7
COc1ccccc1N(C)S(=O)(=O)c1ccc(C(=O)N(C)Cc2ccc(OC(F)F)cc2)cc1,.,29,-26,0.9,6,12,3
CSCCC(NC(=O)c1ccccc1C)C(=O)O (configuration not stated),1,-13,2,-3.9,-6,5,0
CCCC#Cc1cnc2c(c1)C(=O)N([C@H](C)CO)C[C@@H](C)[C@H](CN(C)C(=O)CN1CCOCC1)O2,0[16.7 µM],.,7,1.5,-8,-8,-7
CN(C)S(=O)(=O)c1cccn1-c1ncc(C(F)(F)F)cc1Cl,-6,1,.,.,.,.,6
CCS(=O)(=O)Nc1ccc2c(c1)C(=O)N(C)C[C@H](OC)[C@H](C)CN(CC1CCCCC1)[C@@H](C)CO2,0[16.7 µM],4,-6,1.3,-3,-1,-6
CC(C)CCN1CCN(Cc2ccoc2)CC1CCO (configuration not stated),7,-4,12,-1.7,10,0,-4
Nc1nc(Nc2ccccc2)nc2c1ncn2[C@@H]1O[C@H](CO)[C@@H](O)[C@H]1O,6,-12,.,2.7,?,5,5
COc1cccc(C#Cc2ccc([C@@H]3[C@@H](C#N)N(C(=O)C4CCOCC4)[C@H]3CO)cc2)c1,.,-31,11,2.1,-9,-1,-7
O=C(CN1CCOCC1)N1CCCCN2[C@H](CO)[C@@H](c3ccc(C#Cc4ccccc4)cc3)[C@H]2C1,9[16.7 µM],-24,23,-1.9,-13,-13,.
O=C(Cn1ncc2c3ccccc3n(Cc3ccccc3)c2c1=O)NCCCN1CCCC1,0,-8,40,1.0,-1,9,7
COc1ccc(N2CC(C(=O)OCC(=O)Nc3cccc(C)c3)CC2=O)cc1 (configuration not stated),-5,-3,-9,-1.8,2,-1,2
CCOC(=O)c1c(NC(=S)N2CCN(C)CC2)sc(C)c1-c1ccccc1,1,0,4,0.4,12,.,0

# A run of entries taken from the entries so far:
SMILES,miR122 inh,PAX8 inh HTS,GSIS activator,F508del corr,DENV2 CPE rescue,EWS-Fli block,FN deposition inh
CC(C)CCN1CCN(Cc2ccoc2)CC1CCO (configuration not stated),7,-4,12,-1.7,10,0,-4
Nc1nc(Nc2ccccc2)nc2c1ncn2[C@@H]1O[C@H](CO)[C@@H](O)[C@H]1O,6,-12,.,2.7,?,5,5

# The list goes on:
SMILES,miR122 inh,PAX8 inh HTS,GSIS activator,F508del corr,DENV2 CPE rescue,EWS-Fli block,FN deposition inh
COc1cccc(S(=O)(=O)Nc2ccc3c(c2)C(=O)N(C)[C@@H]2CC[C@H](CC(=O)O)O[C@@H]2CO3)c1,-17[16.7 µM],-2,-6,3.1,1,2,-30
O=C(Nc1nc2c(s1)CCCC2)c1cccnc1,14,.,.,-0.9,10,-98,.
Cc1ccccc1Nc1nc(N)nc(COC(=O)c2ccccc2)n1,.,-99,11,.,.,.,2
C[C@@H]1CN([C@@H](C)CO)C(=O)c2cc(C#Cc3cccnc3)cnc2O[C@@H]1CN(C)C(=O)CC1CC1,4[16.7 µM],.,1,-0.9,-4,-3,6
CCCN(C)C[C@H]1Oc2ncc(-c3ccccc3F)cc2C(=O)N([C@H](C)CO)C[C@@H]1C,-2[16.7 µM],.,-9,1.0,6,6,.
O=C(Nc1ccc(Cn2cccn2)cc1)c1ccc(COc2cccc(Br)c2)cc1,0,13,.,.,.,.,20
CC1CN(C(=O)CCC(=O)NCCCN2CCN(Cc3ccccc3)CC2)c2cc(Cl)ccc2O1 (configuration not stated),.,21,-7,0.2,-4,.,-2
O=C(Nc1ccc(N2CCOCC2)c(Cl)c1)c1cccc(-n2cnnc2)c1,-4,-13,26,-2.9,-7,.,.
O=C(COc1cccnc1[N+](=O)[O-])Nc1ccc(Cl)c(S(=O)(=O)N2CCOCC2)c1,0,25,-5,1.5,12,11,-13
CCCCN(C(=O)CCn1c(=O)oc2ccccc21)c1ccccc1,3,-4,-2,0.7,1,-1,2
O=C(CSc1ccc(-c2ccccn2)nn1)N1CCc2ccccc21,.,12,2,-1.6,0,-7,-5
CCN(CC(=O)NNC(=O)c1ccccc1)Cc1ccc(OC)c(F)c1,.,10,34,-2.5,7,-16,-2
Cc1ccccc1C(=O)N/N=C/c1ccccn1,-3,-104,.,0.8,-5,-50,7
Cc1cccc(N2O[C@H]3C=C[C@@H]2C3)n1,.,-4,5,3.3,-1,-9,5
Cc1noc(C)c1S(=O)(=O)Nc1ccc2c(c1)C(=O)N([C@@H](C)CO)C[C@H](C)[C@H](CN(C)CC1CC1)O2,-5[16.7 µM],-1,6,4.0,-1,-6,-12
CCn1ncc([N+](=O)[O-])c1C(=O)n1nc(C)cc1C,.,-68,-5,-0.9,-7,-20,1
CC(C)[C@H](Nc1ccc(S(=O)(=O)N2CCOCC2)cc1[N+](=O)[O-])C(=O)OCC(N)=O,-6,24,2,-2.3,-3,3,-3
Cc1cc(C)c(C)c(S(=O)(=O)N2CCC(C(=O)NCCCN3CCCC3=O)CC2)c1C,-1,1,-1,1.8,-4,-4,-5
COc1ccc(CN(C)C[C@H]2Oc3ccc(NS(=O)(=O)c4cccs4)cc3C(=O)N([C@H](C)CO)C[C@@H]2C)cc1,0[16.7 µM],.,6,-0.5,-3,-1,-9
CN(C(=O)COc1ccc(Cl)cc1)C1(C)CCS(=O)(=O)C1 (configuration not stated),-6,-6,10,-0.9,0,2,-4
C[C@@H]1CN([C@@H](C)CO)S(=O)(=O)c2ccc(-c3cccc(C(=O)N(C)C)c3)cc2O[C@@H]1CN(C)C(=O)Cc1ccccn1,.,.,4,0.8,5,-10,-1
CN(c1ccccc1)S(=O)(=O)c1ccc(C(=O)N2CCCC(C(F)(F)F)C2)cc1 (configuration not stated),.,3,-23,4.6,?,.,-1
C[C@H]1CN([C@@H](C)CO)C(=O)c2cccc(NS(=O)(=O)c3ccccc3)c2O[C@H]1CN(C)S(=O)(=O)c1ccccc1,3[16.7 µM],.,2,0.5,-4,4,.
Cc1cc(C)cc(N(CC(=O)N/N=C/c2ccncc2)S(=O)(=O)c2ccccc2)c1,7,1,-2,.,.,.,-5
CCOc1ccc(CCNC(=O)COC(=O)COc2ccc(C(C)=O)cc2)cc1OCC,9,-10,6,-0.5,-10,-2,-3
COc1ccc(CNC(=O)CN(c2ccc(C(C)C)cc2)S(=O)(=O)c2c(C)noc2C)cc1,1,-10,-3,-0.6,0,10,4
COc1ccc2c3c([nH]c2c1)[C@H](CO)N(C(C)=O)CC31CN(S(=O)(=O)c2cccs2)C1,.,.,12,1.1,-6,7,-6
CC(NC(=O)c1ccc(S(=O)(=O)Nc2ccccc2)cc1)c1ccc(S(N)(=O)=O)cc1 (configuration not stated),4,4,22,1.4,-1,-1,8
CN(N)c1nc2ccccc2nc1C(F)(F)F,-1,5,13,-4.4,0,2,0
CCCc1nnc(SCC(=O)Nc2nccs2)o1,.,-9,1,-3.7,2,0,3
O=C(Nc1cc(F)ccc1F)N1C[C@@H]2[C@H](c3ccccc31)[C@H](CO)N2CC1CCCC1,-3[16.7 µM],-2,-20,-0.7,-3,6,.
CCCNC(=O)C[C@@H]1CC[C@@H]2[C@@H](COc3ccc(NC(=O)Nc4ccccc4)cc3C(=O)N2C)O1,4[16.7 µM],11,-6,5.3,-1,-1,-139
Fc1ccc(NC(=S)NC23CN4CN(CN(C4)C2)C3)cc1,-4,8,2,.,.,.,.
O=C(Nc1ccccc1F)N[C@H]1CC[C@@H](CCNC(=O)C2CCC2)O[C@H]1CO,.,6,13,0.1,3,2,.
CCC1(CC)Cc2ccccc2-c2[nH]c(=S)[nH]c(=O)c21,.,12,.,-1.2,0,5,-1
O=C(CCc1nnc(CCCCc2ccccc2)o1)NCCc1cccnc1,.,7,-23,0.7,2,6,.
COc1ccc(-c2nc(N3CCOCC3)nc3n[nH]c(N)c23)cc1,-6,15,.,.,.,.,7
CC(C)C1C(=O)N(Cc2cn(CCC3OCCO3)nn2)CCS(=O)(=O)N1Cc1ccc(-c2ccc(F)nc2)cc1 (configuration not stated),-7,-8,.,0.0,-2,-1,-7
Cc1ccc(C(=O)N2CCCC(C(F)(F)F)C2)cc1S(=O)(=O)N1CCCCC1 (configuration not stated),13,2,-27,-1.4,-2,-2,-7
CCOc1ccc(S(=O)(=O)Nc2ccc(C(=O)NN)cc2)cc1,-13,-11,-1,-1.7,1,4,-5
C[C@@H]1CN([C@@H](C)CO)C(=O)c2c(c3ccccc3n2C)-c2ccccc2CO[C@@H]1CN(C)C(=O)N[C@H](C)c1ccccc1,.,0,-6,-0.4,-6,7,10
Cc1c(OC(C)C(=O)O)ccc2c3c(c(=O)oc12)CCCC3 (configuration not stated),7,-37,1,0.1,10,7,2
Cc1c(CC(=O)O)c(=O)oc2c(C)c(OCc3ccc(F)cc3F)ccc12,-4,4,0,-1.1,4,1,6
O=[N+]([O-])c1cccc(S(=O)(=O)Nc2ccc(Cc3ccncc3)cc2)c1,.,1,1,1.9,6,2,4
C[C@@H]1CCCCO[C@@H](CN(C)C(=O)Nc2ccc(C(F)(F)F)cc2)[C@H](C)CN([C@@H](C)CO)C(=O)c2cc(NC(=O)CCC(F)(F)F)ccc2O1,-3[16.7 µM],31,7,3.7,-10,7,.
CN1C(=O)c2cc(NC(=O)c3cscn3)ccc2OC[C@@H]2O[C@H](CC(=O)N3CCCCC3)CC[C@@H]21,4[16.7 µM],-4,-11,2.1,6,-5,-9
CNC[C@@H]1Oc2cc(-c3ccncc3)ccc2S(=O)(=O)N([C@@H](C)CO)C[C@H]1C,-2[16.7 µM],.,2,0.9,.,-6,-12
CCCCC[C@@H]1C=C(C(=O)OCC)[C@H](c2ccccc2)N1S(=O)(=O)c1ccc(C)cc1,-7,24,4,-3.4,-9,15,3
C[C@H]1CN([C@@H](C)CO)C(=O)c2cc(-c3ccc(C(=O)N(C)C)cc3)cnc2O[C@@H]1CN(C)Cc1ccc(C(=O)O)cc1,-1[16.7 µM],18,11,1.2,-8,-11,.
C=C(C)CSc1nc2sc3c(c2c(=O)n1-c1ccc(C)cc1)CCN(C)C3,0,-33,-8,-3.5,-5,0,-9
Cc1sc(NC(=O)CSc2nnc(COc3ccccc3)n2C)c(C#N)c1C,-2,-6,-9,.,.,.,17
CCC(=O)N[C@@H]1C=C[C@@H](CC(=O)OC)O[C@@H]1CO,-12[16.7 µM],8,-1,-1.2,-5,-1,5
COCCCNC(=O)C(CC(N)=O)NC(=O)OCc1ccccc1 (configuration not stated),6,1,0,0.4,0,-8,3
Cn1c(-c2csc(-c3cccc(C(F)(F)F)c3)n2)n[nH]c1=S,.,-34,7,1.9,-6,1,-7
C[C@H](CO)N1C[C@H](C)[C@@H](CN(C)S(=O)(=O)c2cn(C)cn2)OCCCC[C@H](C)Oc2ccc(NC(=O)Nc3cccc4ccccc34)cc2C1=O,-6[16.7 µM],9,-4,2.7,10,6,1
CC(Cc1ccccc1)C(=O)Nc1ccc(Br)cc1 (configuration not stated),3,-26,2,0.9,2,-78,-3
CN(C)S(=O)(=O)c1cccc(NC(=O)c2c[nH]c3ccccc23)c1,.,-7,-9,1.2,0,-21,3
O=C(Cn1cc(C(F)(F)F)cc(Cl)c1=O)Nc1cccc(Cl)c1,.,-7,23,.,-3,-2,4
COC(=O)C[C@@H]1CC[C@H]2[C@H](COc3ccc(NC(=O)c4cccc(OC)c4)cc3C(=O)N2C)O1,-3[16.7 µM],-7,-2,-0.7,?,0,6
